# Hck-Nef inh: human Hck-Nef kinase inhibition; P08631; Recombinant Hck-YEEI plus Nef, Z-Lyte FRET kinase assay; 220,000 compounds, 0.68% hits; inhibition, % at 20 µM; AID 463187;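 active = Hck-Nef kinase inhibition above about 50%, limit read from the data; inactive = inhibition below that limit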;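 also: 0% = DMSO with Hck plus Nef and 100% = Hck alone without Nef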
# zVAD death inh: blocks zVAD induced death of L929 cells. L929 zVAD necroptosis rescue, ATP luminescence, 24 h; with zVAD 60 µM. viability rescue, % at 10 µM. 220,000 compounds, 0.38% hits;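 active = activation, scaled between plate controls, above about 75%, limit read from the data; inactive = activation under that limit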;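 also: 0% = zVAD with DMSO and 100% = DMSO alone without zVAD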
# Runt-SMMHC FRET: Runt domain-CBFb-SMMHC interaction inhibition; Cerulean-Runt/Venus-CBFb-SMMHC FRET ratio 530/480, 1 h; inhibition, % at 20 µM; 220,000 compounds, 0.74% hits; AID 1434;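 active = mean inhibition across duplicate retests at 20 µM reaching about 50%, limit read from the data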;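 also: 0% = DMSO wells and 100% = wells with excess untagged CBFb-SMMHC; inhibitors lower the FRET ratio by blocking Runt binding to CBFb-SMMHC; some results filed as inactive read as strong as hits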
# Runt-CBFb FRET: Runt domain-CBFb interaction inhibition; Cerulean-Runt/Venus-CBFb FRET ratio 530/480, 1 h; inhibition, % at 20 µM; 220,000 compounds, 0.46% hits; AID 1496;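 active = inhibition over about 50% at 20 µM in the single-dose screen, limit read from the data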;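 also: 0% = DMSO wells and 100% = excess unlabeled CBFb competitor control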
#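 Measured by: fluorescence energy transfer, 422 nm excitation, 530/480 nm emission; Assay system: Cerulean-Runt domain; Medium: Tris pH 7.5 buffer with BSA; Measure: loss of energy transfer signal; Controls: 5 µM unlabeled CBFb as full-inhibition high control; Incubation: protein complex preformed 1 h, compound exposure 1 h, room temperature, dark.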
# RBBP9 inh: inhibitors of human serine hydrolase RBBP9; O75884; recombinant RBBP9, FP-Rh probe fluorescence polarization; inhibition, % at 7.94 µM; 220,000 compounds, 0.2% hits;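 active = inhibition above the campaign mean of all tested compounds plus 3 SD, cut at about 14% in these data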;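 also: plate controls were DMSO wells with RBBP9 for no effect and wells lacking RBBP9 protein for full effect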
#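 Measured by: FP readout at 525/598 nm; material: recombinant human RBBP9; also added: Serine-hydrolase probe FP-Rh, 375 nM pre-mixing; medium: Tris buffer pH 8.0, NaCl, Pluronic; replication: one well per compound; doses: one concentration, 7.94 µM nominal, 0.794% DMSO; timing: preincubation 30 min plus labeling 45 min at 25 °C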
# EP2 mod: EP2 receptor (human) modulation; P43116; EP2-expressing cells, cAMP HTRF FRET, PGE2 co-stimulation; induction, % at 25 µM; 260,000 compounds, 0.83% hits;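 active = compounds whose cAMP rise, as percent of the full-agonist control response, exceeds 60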;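 also: rat C6 glioma line stably carrying human EP2 under a CMV promoter; the protocol text gives 20 µM as final concentration; 100% = response of wells given 1 µM PGE2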
# TNF necrop inh: inhibitors of TNF-alpha induced necroptosis in Jurkat FADD-/- cells | Jurkat FADD-/- TNF necroptosis rescue, ATP luminescence, 24 h; 0 = TNF only, 100 = no-TNF cells | activation (protection from cell death), % at 10 µM | 220,000 compounds, 0.068% hits | AID 463075;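 active = activation, meaning protection from cell death, of at least 50% relative to plate controls; inactive = activation below 50%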;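 also: necroptosis triggered by 40 ng/mL TNF-alpha added together with compound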
# EP2 antag: blocks the human prostaglandin E2 receptor EP2 | P43116 | C6 glioma cells expressing human EP2, cAMP TR-FRET; cells stimulated with saturating PGE2 | inhibition, % at 25 µM | 260,000 compounds, 0.52% hits;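 active = percent inhibition above 40 after rounding to a whole number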;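 also: rat C6 glioma host cells with rolipram phosphodiesterase inhibitor present; the protocol text gives 20 µM as final concentration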
# PERK inh: human PERK inhibition, primary cell-based screen. Q9NZJ5. CHO PERK-DD fusion, SEAP luminescence translation reporter. inhibition, % at 5.6 µM. 220,000 compounds, 0.17% hits;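 active = inhibition above the mean inhibition of all tested compounds plus 3 SD, set separately per screening campaign, cut at about 2.9% in these data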;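 also: PERK kinase domain activated by AP20187 dimerizer at 100 nM; 0% = DMSO with dimerizer and 100% = rapamycin at 8.4 µM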
# Target sequence (Q9NZJ5 whole entry, looked up, the tested form may be a part): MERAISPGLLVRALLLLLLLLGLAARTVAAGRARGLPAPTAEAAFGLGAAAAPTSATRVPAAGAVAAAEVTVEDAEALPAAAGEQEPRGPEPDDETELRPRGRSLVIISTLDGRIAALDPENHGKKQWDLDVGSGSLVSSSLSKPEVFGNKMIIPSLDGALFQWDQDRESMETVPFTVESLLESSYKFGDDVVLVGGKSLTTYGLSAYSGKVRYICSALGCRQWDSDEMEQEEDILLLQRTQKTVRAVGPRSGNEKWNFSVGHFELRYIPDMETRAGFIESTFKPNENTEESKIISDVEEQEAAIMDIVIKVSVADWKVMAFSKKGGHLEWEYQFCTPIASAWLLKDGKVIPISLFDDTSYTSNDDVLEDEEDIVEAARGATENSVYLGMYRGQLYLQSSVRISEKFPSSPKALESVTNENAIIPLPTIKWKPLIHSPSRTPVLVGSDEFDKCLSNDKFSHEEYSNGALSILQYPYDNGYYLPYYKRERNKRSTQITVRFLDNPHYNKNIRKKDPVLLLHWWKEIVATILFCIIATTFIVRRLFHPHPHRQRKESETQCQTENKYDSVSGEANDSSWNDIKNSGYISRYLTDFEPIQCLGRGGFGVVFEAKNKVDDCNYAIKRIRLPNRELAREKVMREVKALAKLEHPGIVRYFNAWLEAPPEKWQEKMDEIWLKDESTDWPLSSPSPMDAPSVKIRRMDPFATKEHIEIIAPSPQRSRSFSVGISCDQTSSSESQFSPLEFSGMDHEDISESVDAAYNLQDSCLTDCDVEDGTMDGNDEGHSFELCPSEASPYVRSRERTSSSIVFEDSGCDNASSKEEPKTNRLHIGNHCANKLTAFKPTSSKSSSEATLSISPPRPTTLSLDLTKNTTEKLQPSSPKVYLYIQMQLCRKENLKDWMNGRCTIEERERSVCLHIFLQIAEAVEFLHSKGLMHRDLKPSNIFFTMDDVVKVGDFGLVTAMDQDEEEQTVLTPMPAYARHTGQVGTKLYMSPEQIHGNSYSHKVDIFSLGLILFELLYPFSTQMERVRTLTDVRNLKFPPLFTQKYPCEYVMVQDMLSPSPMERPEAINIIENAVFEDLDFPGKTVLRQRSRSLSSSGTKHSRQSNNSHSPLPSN
# * = called active by the depositor; . = not tested or not shown; & = joins results of further samples. The list is partial; rates above refer to the full screens.
(1) CC(C)c1ccc2[nH]c(O)c(N=NC(=O)c3cccc(S(=O)(=O)N4CCCCC4)c3)c2c1
(2) O=S(=O)(CCN1CCN(c2ccccn2)CC1)c1ccc(Cl)cc1Cl
(3) CC(C)CCNC(=O)NC(=O)COC(=O)/C=C/c1cnc2ccccc2n1
(4) COc1ccc(/C=C2/N=C(SC3CCOC3=O)N(c3cccc(OC)c3)C2=O)cc1 (stereo not drawn)
(5) COc1cccc(N/C(SCc2ccccc2F)=C(/C#N)C(=O)NCc2cccs2)c1
(6) COc1ccccc1NC(=O)COC(=O)c1ccccc1OCC(=O)Nc1ccc(SC(F)F)cc1
(7) Cc1ccc(OCCCC(=O)NCc2ccco2)cc1
(8) COc1ccc2[nH]c(=O)c(CN(C)C(=O)COc3ccccc3)cc2c1
entry no.	1	2	3	4	5	6	7	8
Hck-Nef inh	5	4	10	4	-4	4	0	0
zVAD death inh	5.4	0.2	0.0	1.0	-1.2	2.2	-0.2	0.1
Runt-SMMHC FRET	0	0	-5	-32	-5	-3	-3	7
Runt-CBFb FRET	-4	-2	-6	-7	1	-4	-2	-1
RBBP9 inh	5	-5	-2	-7	-6	2	-10	-7
EP2 mod	27	-59	-3	-7	27	13	-8	2
TNF necrop inh	0.1	-0.4	-0.8	2.1	1.3	2.1	-2.3	-3.3
EP2 antag	10	18	.	5	0	9	4	13
PERK inh	0.5	0.0	0.1	0.7	-0.8	0.5	1.6	0.0

(9) CCOC(=O)N1CCN(C(=O)COc2cc(=O)n(C)c3ccccc23)CC1
(10) COC(=O)C1=NN(c2cccc(C)c2)C2C(=O)N(c3ccccc3OC)C(=O)C12 (stereo not drawn)
(11) O=c1oc2ccccc2cc1-c1nc2c(s1)CCc1ccccc1-2
(12) COC(=O)c1ccc(C(=O)OC)c(NC(=O)c2cnc3n(c2=O)CCS3)c1
(13) C#CCOCCOCCOCCNc1nc(N2CCOCC2)nc(N2CCN(C(=O)[C@H]([C@@H](C)O)n3cc(CCCCN)nn3)CC2)n1
(14) Cc1ccccc1CNCc1cccnc1
(15) CCN(CC)CCNC(=O)c1ccc(N)cc1
(16) CN(C)CC(CCCCC(CN(C)C)C(=O)c1ccccc1)C(=O)c1ccccc1 (stereo not drawn)
entry no.	9	10	11	12	13	14	15	16
Hck-Nef inh	-1	-1	-1	8	-10	1	-6	21
zVAD death inh	0.3	0.8	0.6	-0.2	-0.4	-0.5	3.3	-0.1
Runt-SMMHC FRET	-2	-12	6	8	-2	2	-2	1
Runt-CBFb FRET	2	-5	30	6	-2	1	2	1
RBBP9 inh	-4	-10	-7	-3	-4	4	5	-2
EP2 mod	19	11	24&28	-9	10	6	14&10&14	-34
TNF necrop inh	-2.5	-2.8	0.6	-1.3	0.4	-0.4	1.1	-6.5
EP2 antag	6	9	14&11	7	15	6	7&12&5	9
PERK inh	0.0	0.7	1.0	-0.5	0.4	-0.1	1.2	-1.9

(17) COc1ccc(C(=O)Nc2ccc(O)c3c(=O)cc(-c4cccc(Cl)c4)oc23)cc1
(18) CC1C/C(=N\NC(=S)NCc2ccccc2)CC(C)(C)C1 (stereo not drawn)
(19) CCN(Cc1ccccc1)CC(O)COc1ccccc1 (stereo not drawn)
(20) N#C/C(=N/Nc1ccc(OC(F)(F)F)cc1)C(N)=S
(21) CC(C)n1c(SCC(=O)NCc2ccco2)nc2c1c(=O)n(C)c(=O)n2C
(22) COc1cccc(N=C(N)N=C(N)N)c1
(23) COc1ccc(CN2CCOCC2)c(C)c1C
(24) COc1nc(NCCN2CCOCC2)nc(Nc2ccccc2)n1
entry no.	17	18	19	20	21	22	23	24
Hck-Nef inh	83*	27	1	-30	-1	19	0	0
zVAD death inh	-0.3	-0.3	-0.3	2.4	-0.2	1.1	0.2	0.1
Runt-SMMHC FRET	1	0	5	-4	-1	0	-4	0
Runt-CBFb FRET	1	3	3	2	0	0	1	-1
RBBP9 inh	.	-1	7	5	-10	-5	-7	2
EP2 mod	-3	41	11	-34	5	4	-3	7
TNF necrop inh	-3.5	0.0	0.2	-20	-1.3	2.2	0.3	0.2
EP2 antag	2	1	17	12	12	7	1	16
PERK inh	.	0.2	-2.1	-0.1	0.5	0.6	0.5	0.0

(25) CCC(C)NC(=O)CN1C(=O)NC2NC(=O)NC21 (stereo not drawn)
(26) Cc1nonc1CN(C)C(=O)CC1C(=O)NCCN1Cc1cccc(C(F)(F)F)c1 (stereo not drawn)
(27) Cc1ccc(C(=O)COc2ccccc2N2C(=O)c3ccccc3C2=O)cc1
(28) COc1ccc(N2C(=O)CC(Sc3n[nH]c(-c4ccccc4)n3)C2=O)cc1 (stereo not drawn)
(29) CC1(C)OC(=O)C(=NNc2ccc(Cl)cc2)C(=O)O1
(30) COc1cccc(COc2ccccc2C2Nc3ccc(Br)cc3C(=O)N2NC(=O)c2ccncc2)c1 (stereo not drawn)
(31) CCCC(=O)Oc1ccc(N(C(=O)CCC)S(=O)(=O)c2cccc([N+](=O)[O-])c2)cc1
(32) COc1ccc(C(=O)Nc2c3c(nn2-c2cccc(Cl)c2)CS(=O)C3)cc1 (stereo not drawn)
entry no.	25	26	27	28	29	30	31	32
Hck-Nef inh	21	22	5	-48	4	-1	-6	1
zVAD death inh	0.4	4.3	1.4	-0.1	0.4	-0.3	0.4	-0.3
Runt-SMMHC FRET	1	-2	2	2	-2	0	3	-1
Runt-CBFb FRET	1	-1	2	15	1	-7	0	1
RBBP9 inh	6	-2	-4	12	-4	-9	-6	-1
EP2 mod	1&11	-4	-6	-10	33	3	9	-5
TNF necrop inh	0.5	-0.4	1.9	-6.6	-0.7	-13	2.3	-0.5
EP2 antag	14&4	9	6	3	3	.	7	10
PERK inh	1.6	0.4	1.0	1.3	0.8	-0.4	0.6	1.1

(33) CCOC(=O)c1c(-c2ccc(C)o2)csc1NC(=O)CN1CCOCC1
(34) N/C(Cc1ccc(Cl)cc1)=N\OC(=O)Cc1ccc([N+](=O)[O-])cc1
(35) CCN1C(=O)/C(=C2\SC(=S)N(NC(=O)c3ccccc3O)C2=O)c2ccccc21
(36) O=C(CC1Nc2ccccc2NC1=O)c1ccccc1 (stereo not drawn)
(37) COC(=O)c1ccc(NC(=O)CSc2nnc(C)n2-c2ccccc2)cc1
(38) COc1cc(/C=C/C(=O)CC(=O)/C=C/c2ccc(O)c(OC)c2)ccc1O
(39) O=C(CCSc1ccccc1)NCCSCc1ccco1
(40) CC1CC(C)CN(c2nc3c(c(=O)n(C)c(=O)n3C)n2CCSc2ncccn2)C1 (stereo not drawn)
entry no.	33	34	35	36	37	38	39	40
Hck-Nef inh	2	0	-14	2	2	1	1	1
zVAD death inh	0.8	0.6	0.0	3.1	1.6	5.5	1.4	0.3
Runt-SMMHC FRET	-3	-12	-4	25	-2	-165	-6	3
Runt-CBFb FRET	3	4	8	-3	2	-58	1	1
RBBP9 inh	-5	2	5	-3	5	-7	-3	-4
EP2 mod	33	-9	-28	2	5	-65	-16	4
TNF necrop inh	-1.0	-1.7	1.6	-3.6	2.4	-20	-4.2	-1.1
EP2 antag	11	10	9	18	6	74*	11	10
PERK inh	-2.0	-1.1	-0.3	0.7	-0.2	-0.4	1.3	0.1

# Random excerpt: three entries already listed
(35) CCN1C(=O)/C(=C2\SC(=S)N(NC(=O)c3ccccc3O)C2=O)c2ccccc21
(39) O=C(CCSc1ccccc1)NCCSCc1ccco1
(33) CCOC(=O)c1c(-c2ccc(C)o2)csc1NC(=O)CN1CCOCC1
entry no.	35	39	33
Hck-Nef inh	-14	1	2
zVAD death inh	0.0	1.4	0.8
Runt-SMMHC FRET	-4	-6	-3
Runt-CBFb FRET	8	1	3
RBBP9 inh	5	-3	-5
EP2 mod	-28	-16	33
TNF necrop inh	1.6	-4.2	-1.0
EP2 antag	9	11	11
PERK inh	-0.3	1.3	-2.0

# Additional entries follow.
(41) O=C(COC(=O)[C@H](Cc1ccccc1)NS(=O)(=O)c1ccccc1F)NC1CCCCC1
(42) CC(=O)c1cc(CN2CCN(C(C)C)C(CCO)C2)cs1 (stereo not drawn)
(43) NC1=NS(=O)(=O)NC1c1ccc(Cl)cc1 (stereo not drawn)
(44) O=C(O)c1ccccc1S(=O)(=O)NCC(O)COc1ccc(Br)cc1 (stereo not drawn)
(45) CCCOC(=O)c1c(NC(=O)c2cnn3c2NC(c2ccccc2)CC3C(F)(F)F)sc2c1CCCC2 (stereo not drawn)
(46) Cc1ncc([N+](=O)[O-])n1CCOC(=O)NC(NCc1ccccc1Cl)C(Cl)(Cl)Cl (stereo not drawn)
(47) O=C(O)CCCCCNCc1c(Cl)cccc1Cl
(48) O=C(Nc1cccc(C(F)(F)F)c1)c1cccnc1N1CCOCC1
entry no.	41	42	43	44	45	46	47	48
Hck-Nef inh	5	7	1	0	3	1	16	0
zVAD death inh	0.0	-0.3	0.0	0.2	7.8	-0.1	1.4	-0.3
Runt-SMMHC FRET	-5	0	-2	0	4	1	-6	-2
Runt-CBFb FRET	-2	0	0	0	-2	-1	3	-4
RBBP9 inh	-4	1	-7	-9	-6	-2	2	0
EP2 mod	18	-11	7	17	22	3	0	28
TNF necrop inh	0.3	0.0	-0.8	-0.5	0.9	-0.3	1.6	2.2
EP2 antag	3	1	12	6	9	8	5	10
PERK inh	0.2	1.6	1.0	1.1	0.5	-0.3	0.8	0.6

(49) COc1ccc(Br)cc1/C=C/C(=O)Nc1ccc(C)cc1
(50) O=C(Cn1cnnn1)OCC(=O)c1ccc(Cl)s1
(51) COc1cc(NC(=O)CCNS(=O)(=O)c2ccc3c(c2)CCC(=O)N3)cc(OC)c1
(52) CCOC(=O)C1CCCN(C(=O)CSc2ccc(NC(C)=O)cc2)C1 (stereo not drawn)
(53) O=C(NCc1ccco1)c1cnn2c(C(F)(F)F)cc(-c3cccs3)nc12
(54) Cc1cccc(OCCC(=O)NCC(c2ccco2)N2CCCCC2)c1 (stereo not drawn)
(55) COCCN(C(=O)CCC(=O)Nc1ccccn1)C(C(=O)NC1CCCC1)c1ccc(OC)cc1 (stereo not drawn)
(56) COC(=O)c1sccc1NC(=S)Nc1ccc(OC)cc1
(57) COC(=O)c1ccc(NC(=S)NC2CC(C)(C)NC(C)(C)C2)cc1
(58) c1ccc2nc3ccccc3nc2c1
entry no.	49	50	51	52	53	54	55	56	57	58
Hck-Nef inh	3	0	3	18	1	0	1	13	5	-6
zVAD death inh	31	1.5	.	0.3	1.1	0.8	-0.2	-0.8	0.8	2.3
Runt-SMMHC FRET	0	-2	-4	1	52*	-1	-2	2	-4	-1
Runt-CBFb FRET	1	6	-1	6	36	-1	-1	4	0	-1
RBBP9 inh	-13	-6	-9	-10	7	1	-4	-6	3	-4
EP2 mod	-4	16	-41	28	18	0	12	7	-33	-14
TNF necrop inh	3.0	0.6	1.3	1.6	-3.6	0.3	-0.3	0.3	2.9	-0.3
EP2 antag	5	0	7	3	20	6	6	5	11	11
PERK inh	0.8	0.8	0.3	-0.1	-0.6	0.2	-0.6	0.9	0.7	1.4

# From PubChem
